FUS suppressor – suppressors of FUS proteinopathy in yeast; Potency, µM (top dose mostly 76.6 µM), for inactives: at the top dose growth rescue (activation), most hits filed as activators; S. cerevisiae FUS-expressing, growth rescue, OD600, 24 h; AID 1347120; 390,000 compounds, 0.24% hits;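 note: potency is the fitted concentration of half-maximal effect; plate controls were DMSO vehicle for no effect and reference control for full effect; nearly all actives have a fitted effect of over 55% in size; some results filed as inactive show a strong effect at the top dose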
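Absorbance at 600 nm, taken 24hr after compound addition, measured rescue of FUS-yeast growth at 30C. Induction used 2% galactose with seeding at OD 0.005. Controls: CP55940 from 92uM final, DMSO only.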
aSyn rescue – rescues yeast growth from alpha-synuclein toxicity; Yeast expressing alpha-synuclein, growth rescue, BacTiter-Glo, 24 h; Potency, µM (series often up to 46.1 µM), for the others: top-dose growth rescue (activation), hits mostly activators; 370,000 compounds, 0.14% hits; AID 652106; note: potency is the fitted concentration of half-maximal effect; % of control where 0% means no effect; nearly all actives have a fitted effect of over 65% in size
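Screening used galactose-induced yeast with toxic alpha-synuclein levels, exposed to compound for 24 hr at 30 deg C. Cell growth, read with BacTiter-Glo luminescence, gave the measured signal.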
DRD3 antagonist – antagonists of human D3 dopamine receptor; P35462; D3R cells, DiscoveRx beta-arrestin luminescence, antagonist mode; hits give low values; max response, negative = inhibition, %; 360,000 compounds, 2.5% hits; AID 652054; in the data active = max response below about -50%; inconclusive = no clear call, values can overlap the other calls; note: % is set by controls: 0 for no effect and ±100 for the full control effect; mostly tested at two doses, the higher about 12 µM
Target sequence (P35462 whole entry, looked up): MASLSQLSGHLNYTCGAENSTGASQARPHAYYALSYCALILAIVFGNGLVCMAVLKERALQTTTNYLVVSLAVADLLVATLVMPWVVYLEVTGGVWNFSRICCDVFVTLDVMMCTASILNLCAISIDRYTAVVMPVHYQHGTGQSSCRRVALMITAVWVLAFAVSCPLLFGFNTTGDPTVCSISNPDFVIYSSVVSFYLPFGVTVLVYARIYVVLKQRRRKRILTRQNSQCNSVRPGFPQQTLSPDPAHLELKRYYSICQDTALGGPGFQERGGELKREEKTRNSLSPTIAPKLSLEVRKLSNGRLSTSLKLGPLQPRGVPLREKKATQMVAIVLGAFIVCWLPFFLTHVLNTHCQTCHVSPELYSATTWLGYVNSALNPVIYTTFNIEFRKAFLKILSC
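Cells expressing the human receptor were seeded at 1500 cells/well, incubated overnight at 37 degrees C in 5% CO2, then exposed to library compounds with dopamine controls for 90 minutes at 37 degrees C before luminescent detection.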
GLP-1R inv ag – acts as inverse agonist at human GLP-1 receptor; P43220; HEK293 GLP-1R CRE-luciferase, luminescence, 24 h; GLP-1R form is constitutively active; Potency, µM (highest dose often 38.3 µM), without a hit: at the highest dose activity change, negative = inhibition, actives largely listed as inhibitors; 410,000 compounds, 1.6% hits; AID 624417; note: potency is the fitted concentration of half-maximal effect; % is set by controls: 0 for no effect and ±100 for the full control effect; nearly all actives have a fitted effect of over 55% in size
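qHTS in 1536-well format: reporter HEK293 cells expressing constitutive GLP-1R activity in DMEM + 10% Nu serum, 24 hr with compounds at 37 deg C, luminescence read after 12 min with detection reagent.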
TDP-43 yeast inh – inhibitors of TDP-43 toxicity in yeast; TDP-43 expressing yeast growth rescue, BacTiter-Glo, 24 h; Potency, µM (highest dose often 46.1 µM), for inactives: at the top dose growth rescue (activation), usual class: activators; 410,000 compounds, 1.8% hits; note: potency is the fitted concentration of half-maximal effect; % of control where 0% means no effect; nearly all actives have a fitted effect of over 50% in size
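Yeast expressing TDP-43 (pregrown in raffinose, seeded at OD600=0.02 in galactose medium) exposed to compounds 24 hr at 30 deg C. Growth read by BacTiter-Glo luminescence; rescue of toxicity appears as increased signal.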
PTHR1 ag – activates the human parathyroid hormone receptor PTHR1 | Q03431 | HEK293 GP2 PTHR1 cells, GloSensor cAMP luminescence, 1 h | Potency, µM (titrated, usually from 115 µM), for the others: top-dose activation, usual class: activators | 410,000 compounds, 0.075% hits; note: potency is the fitted concentration of half-maximal effect; nearly all actives have a fitted effect of over 55% in size; some results filed as inactive show a strong effect at the top dose; inactives centre near -15; many of its hits are not listed in these tables
Target sequence (Q03431 whole entry, looked up): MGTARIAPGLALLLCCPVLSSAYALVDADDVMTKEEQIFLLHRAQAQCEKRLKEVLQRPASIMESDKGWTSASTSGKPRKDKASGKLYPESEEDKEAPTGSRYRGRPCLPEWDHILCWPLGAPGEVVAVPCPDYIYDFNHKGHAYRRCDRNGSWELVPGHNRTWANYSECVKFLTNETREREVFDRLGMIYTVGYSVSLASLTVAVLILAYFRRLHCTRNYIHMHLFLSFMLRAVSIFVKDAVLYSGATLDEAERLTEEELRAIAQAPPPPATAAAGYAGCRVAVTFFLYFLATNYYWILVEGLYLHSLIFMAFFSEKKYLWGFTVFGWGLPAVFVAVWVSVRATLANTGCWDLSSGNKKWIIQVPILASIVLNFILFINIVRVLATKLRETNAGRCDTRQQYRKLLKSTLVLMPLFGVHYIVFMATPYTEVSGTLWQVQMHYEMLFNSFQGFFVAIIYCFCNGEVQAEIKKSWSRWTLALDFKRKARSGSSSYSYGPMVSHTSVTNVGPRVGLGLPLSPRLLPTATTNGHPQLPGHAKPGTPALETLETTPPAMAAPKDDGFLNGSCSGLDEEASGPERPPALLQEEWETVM
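HEK-293-derived GP2 cells expressing PTHR1 and a GloSensor cAMP reporter, 3,000/well, plated overnight, given luciferin plus IBMX (each 0.5 mM as added) for 1 h at 37 °C, then compound for 1 h at 37 °C. Luminescence was read after 15 min at room temperature.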
pAkt inh – blocks phosphorylation of Akt. Neuro2A IGF-stimulated pAkt S473 HTRF, 20 min; hits give low values. activity change, % for hits at 50 µM. 360,000 compounds, 0.32% hits. AID 651550; in the data active = activity change below about -80%; inconclusive = mostly about -51% to -80%; note: % is set by controls: 0 for no effect and ±100 for the full control effect
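Single-point screen (50 µM final compound) in Neuro2A cells stimulated 20 min with 6 nM IGF at 37 deg C. After lysis, Ser473-phosphorylated Akt read by HTRF (ex 330 nm, em 615/665 nm) as the 665/615 ratio.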
Abeta yeast res – restores growth of yeast expressing A-beta42 peptide. 410,000 compounds, 0.063% hits. yeast expressing A-beta42, growth rescue, OD600, 48 h; response scale: 0% DMSO, 100% iron-clioquinol control. Potency, µM (titrated, usually from 46.1 µM), without a hit: at the highest dose growth rescue, hits mostly activators; note: potency is the fitted concentration of half-maximal effect; nearly all actives have a fitted effect of over 55% in size
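Yeast A-beta toxicity model in growth medium with pinned compounds, 48 h at 30 C; growth read as absorbance at 600 nm. Normalized to FeCl3/clioquinol equimolar mix (positive) and DMSO (negative).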
GLP1R ag – activates the human GLP-1 receptor; P43220; HEK293 GLP-1R CRE-luciferase, luminescence, 4-6 h; cells express a hypersensitive GLP-1R form; Potency, µM (titrated, usually from 45.6 µM), for inactives: top-dose activation, hits mostly activators; 380,000 compounds, 0.007% hits; AID 624172; note: potency is the fitted concentration of half-maximal effect; % of control where 0% means no effect
Active calls of the source: *; i = inactive; u = inconclusive; x = not tested or not shown; & = joins results of further samples; [ ] = dose if it differs, or a comment. Unless noted, calls come from the whole dose curve; as a rule, active = well fitted curve in the direction sought with a large enough effect; inconclusive = small, poorly fitted or top-dose-only effect, or another doubt; inactive = no such curve, though single readings can be large; an effect the other way counts as inactive or inconclusive.

The line under a structure holds: GLP1R ag, Abeta yeast res, aSyn rescue, GLP-1R inv ag, TDP-43 yeast inh, pAkt inh, FUS suppressor, PTHR1 ag, DRD3 antagonist
> CC(C(=O)N1c2ccccc2CCc2ccccc21)n1nnc(-c2ccc(N(C)C)cc2)n1 (stereo unspecified)
    -2%, 7%, 5%, u, 30%, i, 20%, i, -5
> Cc1cc(C(=O)CN2C(=O)C(=O)N(C3CCCC3)C2=O)c(C)n1-c1ccc(F)cc1
    -2%, 12%, -16%, -22%, 7%[9.22 µM], i, 37%, -12%, -14
> O=C(NC(=S)NCc1ccc(Cl)cc1Cl)c1ccco1
    13%, u, -9%, -13%, u, i, 3%, i, -10
> O=C1c2ccc3c4c(ccc(c24)C(=O)N1CCCCO)C(=O)N(CCCCO)C3=O
    -2%, 13%, -3%, u, 12%, i, 2%, -30%, 0
> CN1C(C)(C)CCCC1(C)C
    3%&-1%, -3%, 5%, 4%, u, i, -37%, i, 1
> C#CCOc1ccc(C2C(C(=O)OC)=C(C)NC3=C2C(=O)c2ccccc23)cc1OCC (stereo unspecified)
    x, 10%, x, u, 18%, x, u, -55%[inhibitor], x
> CCOc1ccccc1CNn1cnnc1SCC(=O)NC(C)(C)C
    8%, 6%, 4%, 10%, 8%, i, -11%, -10%, -2
> Cc1ccc(S(=O)(=O)NNC(=O)Nc2cccc(C)c2C)c(C)c1
    -1%, 18%, 0%, 2%, 4%, i, 32%, -17%, -3
> O=C(NC1CCSc2ccccc21)c1cccc(S(=O)(=O)N2CCOCC2)c1 (stereo unspecified)
    1%, 13%, -10%, -1%, -18%, i, 11%, i, -6
> O=S(=O)(Nc1ccccc1)c1ccc(S(=O)(=O)N2CCCC2)cc1
    -3%, 17%, -2%, -34%, 0%, i, 0%, -56%[inhibitor], 8
> COc1ccc(CN(C)C(=O)/C=C/[C@H]2O[C@@H](n3cnc4c(N)ncnc43)[C@H](O)[C@@H]2O)cc1OC
    -3%, -17%, 1%, 4%, 1%, i, -31%, -14%, -3
> COc1ccc(C2/C(=C(/O)c3ccc(F)cc3)C(=O)C(=O)N2c2ccccn2)cc1OC (stereo unspecified)
    4%, -5%, 7%, 2%, -19%, i, 0%, i, 3
> S=C(Nc1ccc(Cl)cc1)NC1CC2CCCC(C1)N2C1CC1 (stereo unspecified)
    -2%, 21%, 7%, u, -4%, i, 12%, i, 10
> COc1ccc(-c2[nH]ncc2CN2CCCO2)cc1F
    6%, 8%, 15%, 0%, x, i, 8%, -16%, -2
> COc1ccc(NC(=O)CN(C)C(=O)c2ccc3c(c2)OCCO3)cc1
    -6%, 18%, 0%, 23%, u, i, 2%, -11%, u
> CSc1ccc(NC(=O)NCCCN2CCN(c3ccccc3F)CC2)cc1
    0%, 7%, 0%, u, -4%, i, -12%, -9%[57.5 µM], -20
> O=C(Nc1nc2ccc(F)cc2s1)c1ccc([N+](=O)[O-])o1
    -3%, -24%, -3%, 44%[activator], 4%, i, -47%, -61%[inhibitor], -57*
> C=CCNC(=O)/C(=C/c1ccc(Br)cc1)NC(=O)c1ccccc1OC
    4%, -7%, 10%, -3%, -5%, i, -10%, -11%, -11
> CCc1ccc2c(c1)c(=O)c(S(=O)(=O)c1ccccc1)cn2CC(=O)Nc1ccc(OC)cc1
    0%, 4%, x, 9%, 10%, x, 8%, -29%, x
> COc1cccc(CSc2nc3ccncc3[nH]2)c1
    5%, -34%, -22%, u, -45%[inhibitor], i, 11%, i, 28
> NC(=O)C1(Nc2ccc(Br)cc2)CCCC1
    13%, -3%, 0%, -31%, -6%, i, -13%, -28%, 0
> Cc1ccc(C)c(CN2C(=O)c3ccccc3S(=O)c3ccc(C(=O)N4CCN(c5ccccc5F)CC4)cc32)c1 (stereo unspecified)
    -1%, -5%, x, u, 13%, x, -11%, -10%, x
> COc1cc(NC(=O)COC(=O)CNC(=O)c2cc(C)cc(C)c2)c(C)cc1[N+](=O)[O-]
    7%, -22%, 1%, 11%, -11%, i, 20%, i, -7
> O=C(CCl)N1c2ccccc2Sc2c1ccc1ccccc21
    29%, -35%[inhibitor], 7%, 19%, u, i, x, -34%[inhibitor], u
> COc1ccc(-n2c(C)c3c(C)nnc(C)c3c2C)cc1OC
    -8%, -14%, -4%, 0%, 6%, i, -3%, i, -4
> O=C(CCCN1C(=O)c2ccccc2C1=O)Nc1cccnc1
    7%, 13%, 1%, 0%, -3%, i, 11%, u, 16
> O=C(NC1CC1)C1=C[C@H](c2ccc(Br)cc2)C[C@H](OCc2ccc(CO)cc2)O1
    -4%, 9%, u, -26%, 22%, i, 20%, -34%[inhibitor], 11
> COC(=O)CCc1c(C)[nH]c(C(=O)OCc2ccccc2)c1C
    10%, -8%, 0%, u, 7%, i, 35%, -10%[57.5 µM], -8
> CS(=O)(=O)Nc1ccccc1C(=O)NCc1ccco1
    -5%, 7%, -10%, 14%, 0%, i, 8%, i, u
> CCOC(=O)c1c(C)[nH]c(C)c1C(=O)CSc1nnc(-c2ccncc2)n1Cc1ccccc1
    6%, 14%, -2%, 13%, 8%, i, 9%, i, -22

The list goes on, starting with the last 3 of the part before.
The line under a structure holds: GLP1R ag, Abeta yeast res, aSyn rescue, GLP-1R inv ag, TDP-43 yeast inh, pAkt inh, FUS suppressor, PTHR1 ag, DRD3 antagonist
> COC(=O)CCc1c(C)[nH]c(C(=O)OCc2ccccc2)c1C
    10%, -8%, 0%, u, 7%, i, 35%, -10%[57.5 µM], -8
> CS(=O)(=O)Nc1ccccc1C(=O)NCc1ccco1
    -5%, 7%, -10%, 14%, 0%, i, 8%, i, u
> CCOC(=O)c1c(C)[nH]c(C)c1C(=O)CSc1nnc(-c2ccncc2)n1Cc1ccccc1
    6%, 14%, -2%, 13%, 8%, i, 9%, i, -22
> O=C(Nc1ccc(N2CCN(C(=O)c3ccco3)CC2)c(Cl)c1)c1cccnc1
    17%, 19%, 5%, -6%, 19%, i, 20%, -6%, 40
> CN(CC(=O)O/N=C(\N)c1ccccn1)S(=O)(=O)c1cc(Cl)ccc1Cl
    9%, 7%, 17%, 10%, -1%, i, 15%, -14%, -4
> OC(c1ccccc1)c1nc2ccccc2s1 (stereo unspecified)
    8%, -3%, -7%, -16%, 2%, i, -16%, -72%[inhibitor], 4
> CCC(C)C1=CC(=Nc2c(C)n(C)n(-c3ccccc3)c2=O)C=C(C(C)CC)C1=O (stereo unspecified)
    1%, -2%, -5%, 0%, -24%, i, -1%, -7%, 5
> Cn1nnc(NC(=O)COc2ccc(C3CCCCC3)cc2)n1
    7%, 6%, -5%, 1%, 18%, i, 19%, i, 73
> CCOc1ccc(CCNC(=O)c2ccc(C)c(NC3=NC4CS(=O)(=O)CC4S3)c2)cc1 (stereo unspecified)
    0%, 3%, -3%, 5%, -8%, i, 10%, -1%, -20
> NS(=O)(=O)c1ccc(NC(=O)C(=O)Nc2ccc3nc4n(c(=O)c3c2)CCCCC4)cc1
    x, -17%, x, 2%, 13%, x, -11%, -96%[inhibitor], x
> Oc1ccc(N2CCN(Cc3c(-c4ccccc4)nc4ccccn34)CC2)cc1
    21%, 14%, 1%, u, -3%, i, 23%, -21%, 9
> CC1CCCC(NC(=O)Cn2c(Cl)nc3c2c(=O)n(C)c(=O)n3C)C1C (stereo unspecified)
    10%, -3%, -8%, 0%, -9%, i, 8%, -7%, 1
> CCCCNC(=S)N1CCN(C(c2ccccc2)c2ccccc2)CC1
    9%, 16%, 1%, 8.9µM*, 1%, i, 18%, i, -1
> COc1ccc(/C=C(\NC(=O)c2ccccc2)C(=O)N/N=C/c2ccncc2)cc1
    -5%, 16%, -2%, 15%, -11%, i, 34%, -7%, 10
> O=C(COn1nnc2ccc(C(F)(F)F)cc21)Nc1nnc(-c2ccccc2)o1
    -11%, 17%, 6%, 6%, 2%, i, -1%, -17%, 2
> Cc1cc(Cn2nnc(-c3ccc(Br)cc3)n2)cc(C)c1O
    9%, 2%, -3%, -25%, -2%, i, x, i, 20
> CC1CCCN(C(=S)Nc2ccc(Nc3ccccc3)cc2)C1 (stereo unspecified)
    7%, u, 28%, 5%[7.66 µM], 24%[9.22 µM], i, u, -8%, u
> CCn1c(SCC(=O)Nc2ccc(Cl)cc2)nc2nc3c(cc2c1=O)CCCC3
    -4%, -12%, -10%, -20%, -6%, i, x, -62%[inhibitor], 23
> COc1ccc(C(=O)/C=C/c2cn(CC(O)CN3CCc4ccccc43)c3ccccc23)cc1 (stereo unspecified)
    -7%, -14%, 29%, u, 10%, x, 39%, i, x
> Clc1ccc2c(c1)C(c1cccs1)=NNC(c1cccnc1)=N2
    1%, 10%, 11%, -1%, 4%, i, 13%, i, 3
> O=C(NC1CC1)C1=C[C@@H](c2c[nH]c3ccccc23)C[C@@H](OCCCCO)O1
    -2%, -8%, -1%, 2%, 5%, i, -6%, i, -10
> CCOC(=O)[C@@H]1[C@H]2COc3ccc(Br)cc3[C@@H]2N2C(=O)N(c3ccc(C(F)(F)F)cc3)C(=O)[C@]12C
    2%, 5%, 9%, u, 14%, i, u, -18%, -16
> CCOc1ccc2nc(N/C(N)=N/C(=S)Nc3ccc(C)c(C)c3)nc(C)c2c1
    1%, 37%, -4%, -9%, 12%, i, 7%, -11%, 1
> Cc1cccc[n+]1CC(=O)Nc1ccccc1
    -7%, 18%, -9%, 8%, 15%, i, -5%, -1%, 22
> Cc1ccc(-c2csc(NC(=O)c3ccc([N+](=O)[O-])o3)n2)cc1
    0%, -7%, -7%, 0%, -4%, i, -14%, -25%, u
> COCCCN1CC23C=CC(O2)C(C(=O)OC)C3C1=O (stereo unspecified)
    10%, -6%, 0%, -7%, -11%, i, 11%, -5%, 1

A portion of the library, so the mix of outcomes need not match the whole.
